SUMO Mot1 rescue = inhibitors of SUMOylation pathway: yeast Mot1-301 growth rescue. growth rescue, % at 18.8 µM. S. cerevisiae Mot1-301 growth rescue, ATP luminescence, 38.5C; percent above DMSO median, 100 means doubled. 1% of 320,000 active. AID 2716;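 active = every valid replicate shows activation above 250% relative to neutral control wells; inactive = the rest, any valid replicate at or below 250%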;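 note: OY570 slx delta 5 strain wells were the positive control but not used for scaling; some compounds called inactive have numbers as strong as hits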
Arr AP2 block = human beta-arrestin and AP2 interaction inhibition; 0.31% of 340,000 active; FITC-arrestin peptide / GST-AP2 beads, flow cytometry; AP2 beta2 appendage carries R879A mutation; inhibition, % at 10 µM;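 active = inhibition above a set limit, near 3 SD of compounds lacking own fluorescence, cut at about 54% in these data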;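 note: plate controls were DMSO wells for no effect and 5 µM unlabelled arrestin peptide for full effect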
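system = GST-tagged AP2 beta2-adaptin appendage (R879A) on 4 µm glutathione beads | reagent = FITC-labelled arrestin peptide probe, 50 nM final | schedule = compound with beads 12 min RT, then probe 1 h RT | signal = HyperCyt-sampled flow cytometry, FL1 channel, ex 488/em 535 nm | read-out = percent response from loss of bead-bound FITC fluorescence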
PKA-R1A activ = PKA-R1A complex activation | activation, % at 11.4 µM | P00514+P68181 | PKA-R1A dissociation, Cy5-IP20 fluorescence polarization; scaled: DMSO 0%, 113 µM cGMP 100% | 0.083% of 340,000 active | AID 504707;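 active = percent activation above the mean of all tested compounds plus 3 SD, cut at about 19% in these data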;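 note: higher means more PKAc released from R1A so a rise in polarization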
PKA-R2B act = activates the human PKA-R2B holoenzyme complex | activation, % at 11.4 µM | P22694+P31323 | 0.079% of 340,000 active | PKA-R2B holoenzyme dissociation, Cy5-IP20 fluorescence polarization; R2B truncated from residue 108, S112A mutant; 0% DMSO only, 100% 113 µM cGMP | AID 504700;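 active = activation above a cutoff set at the mean over all compounds plus 3 SD, cut at about 18% in these data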;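 note: higher means more holoenzyme dissociation and a rise in polarization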
SR-BI DiI inh = inhibitors of mouse SR-BI mediated HDL lipid uptake; ldlA[mSR-BI] CHO cells, DiI-HDL uptake fluorescence, 3 h; inhibition, % at 12.5 µM; 0.96% of 320,000 active;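 active = mean replicate inhibition of at least 70% and a set share of replicates each scoring 70 or more; inconclusive = meets just one of the two criteria; inactive = fails both criteria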;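 note: 0% = median of neutral control wells and 100% = median of positive control wells; values of inactives mirror those of a sister screen read the other way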
Target sequence (Q61009 whole entry, looked up): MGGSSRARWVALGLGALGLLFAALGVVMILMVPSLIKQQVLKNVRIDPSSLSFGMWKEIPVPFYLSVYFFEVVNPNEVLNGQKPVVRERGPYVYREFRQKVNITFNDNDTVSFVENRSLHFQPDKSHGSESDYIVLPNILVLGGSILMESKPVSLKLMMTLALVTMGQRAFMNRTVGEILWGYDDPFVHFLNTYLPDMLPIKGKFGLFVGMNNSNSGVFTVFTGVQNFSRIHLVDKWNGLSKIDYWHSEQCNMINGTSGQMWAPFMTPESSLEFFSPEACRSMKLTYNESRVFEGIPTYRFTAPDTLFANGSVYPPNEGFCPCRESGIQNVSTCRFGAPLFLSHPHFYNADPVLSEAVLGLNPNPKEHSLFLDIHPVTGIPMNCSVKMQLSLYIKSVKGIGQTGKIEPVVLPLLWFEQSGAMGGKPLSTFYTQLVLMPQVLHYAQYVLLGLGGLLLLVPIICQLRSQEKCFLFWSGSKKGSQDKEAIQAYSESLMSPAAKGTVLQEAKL
CDK5 inh = inhibitors of human CDK5/p35 kinase | Q00535+Q15078 | Recombinant CDK5/p35, ADP-Glo luminescence, 60 min | inhibition, % at 10 µM | 0.01% of 330,000 active | AID 488839;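 active = highest replicate inhibition of at least 50% and at least 75% of replicates reaching 50%; inconclusive = only one of the two criteria met; inactive = both criteria failed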;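 note: plate controls were DMSO neutral control for no effect and GW8510 at 10 µM for full effect; many of its hits are not listed in these tables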
SR-BI uptake up = SR-BI HDL lipid transfer activation. 0.096% of 320,000 active. activation, % at 12.5 µM. CHO ldlA[mSR-BI] cells, DiI-HDL uptake fluorescence, 3 h; 100 = double the neutral-control signal;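 active = mean replicate activation of at least 60% and every replicate at or above 60%; inconclusive = mean or all-replicate condition met, but not both; inactive = mean below 60% and not all replicates reaching 60%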;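 note: 0% = median plate neutral-control signal and 100% = twice that signal; values of inactives mirror those of a sister screen read the other way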
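Assay system: LDL receptor-deficient CHO ldlA cells overexpressing murine SR-BI / Medium: BSA-supplemented, HEPES-buffered Ham's F12, pH 7.4 / Probe or stimulus: DiI-labelled HDL at 10 µg/mL final / Timing: compound with DiI-HDL co-incubation, 3 h at 37 °C / Technique: bottom-read cell fluorescence after medium removal, ex 550/em 595 nm / Measure: HDL uptake via cellular fluorescence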
Pemphigus Ab inh = inhibitors of pemphigus antibody binding to human desmoglein-3 | P32926 | DSG3-coupled beads, scFv-anti-DSG3-GFP binding, flow cytometry; active compounds read low | binding (percent of control), % at 10 µM | 0.48% of 310,000 active;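 active = binding more than 3 SD below its plate's average and above zero; inconclusive = below that plate limit but binding exactly zero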;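 note: hits lower antibody fragment binding to DSG3; some compounds called inactive have numbers as strong as hits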
NSD2 inh = blocks human histone methyltransferase NSD2 | AID 743445 | 0.54% of 310,000 active | NSD2 peptide methylation, AlphaScreen, 120 min | inhibition, % at 12.5 µM | O96028; in the data active = inhibition above about 50%
dFosB act = enhances mouse delta FosB homodimer DNA binding; P13346; purified delta FosB, TAMRA-CDK5 oligo fluorescence polarization; percent of positive-control signal above neutral wells; activation, % at 25 µM; 0.99% of 340,000 active; AID 493131;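 active = mean activation above about 17%, with every replicate also reaching it, limit read from the data, passing the limit was not always enough; inconclusive = only one of the two conditions met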;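 note: fluorescence polarization rise as delta FosB binds a TAMRA Cdk5 AP-1 oligo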
Target sequence (P13346 whole entry, looked up): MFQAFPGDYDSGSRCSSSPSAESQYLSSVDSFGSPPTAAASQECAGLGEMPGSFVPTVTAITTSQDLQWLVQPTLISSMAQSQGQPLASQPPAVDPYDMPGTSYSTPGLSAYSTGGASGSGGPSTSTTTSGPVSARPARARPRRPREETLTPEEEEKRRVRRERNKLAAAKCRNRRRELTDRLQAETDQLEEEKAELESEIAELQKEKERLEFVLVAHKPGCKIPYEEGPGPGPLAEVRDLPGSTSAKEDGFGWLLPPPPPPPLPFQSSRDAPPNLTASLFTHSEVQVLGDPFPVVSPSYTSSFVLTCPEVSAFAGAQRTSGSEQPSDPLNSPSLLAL
MITF act = MITF TRPM1 promoter activation in melanoma cells | activation, % at 12.5 µM | 0.75% of 300,000 active | SK-MEL-5 TRPM1-promoter luciferase, 24 h; % of positive control, neutral wells = 0 | AID 588334;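 active = mean activation of at least 80% with every replicate also reaching 80%; inconclusive = mean reaches 80% but some replicate falls short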;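 note: 0% = neutral control wells and 100% = parthenolide positive control wells; values of inactives mirror those of a sister screen read the other way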
* marks the source's active call; other numbers are inactive results; ? = inconclusive; . = not tested or not shown. An unsorted share of the library, and some 4.7% of all compounds hit somewhere here.

SMILES	SUMO Mot1 rescue	Arr AP2 block	PKA-R1A activ	PKA-R2B act	SR-BI DiI inh	CDK5 inh	SR-BI uptake up	Pemphigus Ab inh	NSD2 inh	dFosB act	MITF act
Cc1ccc(S(=O)(=O)/N=S(/C)c2ccccc2)cc1 (stereo not drawn)	-9.3	-3.6	-7.7	-12.6	-27.5	-0.2	27.5	.	-0.9	7.3	0.6
COc1ccc2c(C)c(CCC(=O)NCCCN3CCCC3=O)c(=O)oc2c1C	-13.0	22.6	-2.3	-7.0	-0.6	0.3	0.6	101.5	.	-3.0	1.2
O=C(Nc1nc(-c2ccc(Cl)cc2Cl)cs1)C1CCCO1 (stereo not drawn)	2.6	15.8	5.8	10.5	2.4	-1.3	-2.4	118.0	-4.5	-6.1	11.8
Cc1nnc(NC(=O)C2CCCN(S(=O)(=O)Cc3ccccc3)C2)s1 (stereo not drawn)	21.2	2.7	-4.2	-3.0	-4.2	-0.7	4.2	88.7	-1.9	-2.5	-14.9
CC(=O)c1cccc(NC(=O)CSc2ccc(-c3ccccn3)nn2)c1	13.8	37.0	3.5	-2.4	-10.5	-0.9	10.5	100.6	-5.1	-21.7	-7.9
Cn1c(=O)c2c(nc(NCc3ccco3)n2CCc2ccccc2)n(C)c1=O	1.6	-0.1	4.7	-3.5	25.3	0.3	-25.3	105.1	1.2	4.3	-7.0
Cc1cc(C)cc(NC(=S)N(C)C)c1	-23.1	-11.0	1.9	7.6	-14.9	-1.6	14.9	.	0.6	-11.2	-7.1
CC1CCN(C(=O)c2cc3c(ccc4ccccc43)o2)CC1	0.2	4.0	-1.3	4.6	-16.3	-1.0	16.3	.	-2.7	-5.6	28.6
CN(C)C(=O)COC(=O)/C=C/c1cn(-c2ccccc2)nc1-c1cccs1	10.3	-15.6	-6.2	-2.0	36.8	-2.7	-36.8	110.2	.	-20.5	24.8
C[C@H](CO)N1C[C@H](C)[C@@H](CN(C)S(=O)(=O)c2ccc(F)cc2)Oc2c(NC(=O)CCC(F)(F)F)cccc2C1=O	122.5	0.5	-3.6	-10.8	-21.1	-0.9	21.1	.	.	-8.1	-3.7
Cc1cccc(OCC(=O)Nc2ccccc2N2CCCC2)c1C	6.6	18.7	-5.7	-2.8	30.1	1.2	-30.1	141.6	3.1	-8.9	0.7
S=c1[nH]nc(Cc2n[nH]c(=S)n2-c2ccccc2)n1-c1ccccc1	-12.0	-12.0	-13.5	-7.8	-19.8	0.2	19.8	103.1	-2.0	2.9	-4.3
CC(C)CNC(=O)Cn1nc(C(F)(F)F)c2c1CCCC2	.	-1.6	-12.1	4.8	3.4	-2.0	-3.4	102.7	-3.5	-2.2	6.9
Cc1ccc(CNC(=O)CCSCc2ccc(C)cc2)cc1	13.1	-8.0	-11.3	-4.3	-18.4	0.3	18.4	101.2	33.2	-14.2	20.8
COc1ccc(N2CCN(C(CNC(=O)C3CCCCC3)c3ccco3)CC2)cc1 (stereo not drawn)	.	9.6	0.2	6.1	-7.4	-2.2	7.4	100.8	5.4	-12.5	-4.1
CC(OC(=O)c1cccnc1Cl)C(=O)Nc1ccc2c(c1)OCO2 (stereo not drawn)	0.1	6.8	-6.7	2.6	1.7	-2.0	-1.7	99.9	-0.9	-1.5	-7.1
CC1=CC(C)(C)Nc2cc(C)c(C)cc21	24.9	7.8	-11.0	-3.2	14.0	-1.6	-14.0	.	7.5	-9.9	-1.4
O=[N+]([O-])c1ccc(/C=N/N2CCN(Cc3ccccc3)CC2)cc1	1.7	14.8	1.6	-0.8	2.4	0.4	-2.4	104.5	.	-1.9	36.9
COc1cccc(NC(=O)CNC(=O)c2ccc(C)cc2)c1	499.1*	18.8	-5.7	1.7	-32.6	0.9	32.6	102.5	-1.1	-7.5	19.2
COCc1cc(C)nc(SCC(=O)Oc2ccc(Cl)cc2)c1C#N	7.8	8.3	-18.1	-6.1	11.5	0.9	-11.5	95.2	-8.6	-6.0	6.1
COCCCNc1nc2nonc2nc1N1CCN(C2CCCC2)CC1	-7.0	5.1	-11.7	6.4	17.9	-1.0	-17.9	127.6	-1.2	4.8	1.6
O=C(NCc1cccc(Br)c1)c1cc(-c2ccccc2)nn1CC1CC(c2cccnc2)=NO1 (stereo not drawn)	79.2	-4.7	9.2	3.6	8.6	0.9	-8.6	98.0	.	-2.9	1.3
CCn1c(=O)n(CC)c2cc(S(=O)(=O)N3CCOCC3)ccc21	7.9	-2.3	5.0	3.7	-21.1	1.2	21.1	99.6	9.2	0.5	-9.4
COCc1c(C(=O)Nc2ccc3nc(N4CCOCC4)sc3c2)oc2ccccc12	-14.3	-9.3	-21.2	-1.3	47.6	2.0	-47.6	109.7	2.3	-3.7	7.6
COc1cc2c(c(OC)c1OC)-c1ccc(NC(=O)c3ccc(F)cc3)c(=O)cc1[C@@H](NC(C)=O)CC2	-11.1	22.0	2.6	-4.7	9.7	-0.5	-9.7	87.0	5.8	-6.0	-7.5
COc1ccccc1NC(=O)CSc1nnnn1C1CCCCC1	1.4	10.9	-0.3	-5.4	-3.6	1.1	3.6	100.8	.	-13.2	-8.3
CCCCCCCCCCCn1nnnc1N	.	-1.5	-9.8	-7.7	-11.2	-2.1	11.2	85.4	-0.5	2.9	24.2
CCOc1ccccc1C(=O)NC1CCN(Cc2ccccc2)CC1	9.6	-5.8	-1.7	-8.8	1.9	-1.1	-1.9	105.7	-0.5	-1.3	-14.3
COc1cc2c(cc1OC)CN(C(=O)c1cccc(S(=O)(=O)N(C)C)c1)CC2	-14.8	22.4	-12.7	-11.0	-13.7	0.8	13.7	83.3	-2.0	3.2	-7.7
C=CCOc1ccc(Br)cc1/C=C1\NC(=S)N(C(C)=O)C1=O	-6.0	5.8	-11.4	5.1	-34.6	0.5	34.6	90.2	1.5	-7.7	-16.1
O=C(Nc1ccc(S(=O)(=O)N2CCCC2)cc1)N1c2ccccc2Sc2ccccc21	-18.6	-6.2	7.8	-2.8	12.9	1.7	-12.9	85.9	0.0	-12.0	-0.4
CCCCN(C(=O)c1ccc2c(c1)OCO2)c1c(N)n(CC(C)C)c(=O)[nH]c1=O	13.4	1.3	-7.8	-1.3	-7.3	-1.2	7.3	.	0.2	-4.0	1.5
Cc1nc2ccccc2n1CC(=O)N1CC(=O)Nc2ccccc21	172.8	11.1	4.0	1.1	-15.1	5.6	15.1	101.1	-10.0	-7.7	-14.3
COc1ccc(NC(=O)c2cccc(NC(=O)C3C4CC5OC(=O)C3C5C4)c2)c(OC)c1 (stereo not drawn)	-9.7	27.5	2.5	0.6	5.9	0.0	-5.9	94.7	-0.6	-0.3	-1.6
CCCCC(=O)Nc1nc(C)c(-c2csc(Nc3cc(Cl)ccc3OC)n2)s1	1.2	8.8	-4.8	0.6	88.3*	0.5	-88.3	105.4	.	-5.6	0.5
CCC(=O)N(CCC(c1ccco1)c1ccccc1OC)Cc1cccs1 (stereo not drawn)	228.0	-4.6	12.8	1.3	-4.4	-0.5	4.4	83.9	1.7	-16.2	-9.9
COc1ccccc1N1CCN(CC(=O)Nc2ccccc2C(=O)NCCc2ccccc2)CC1	.	-4.5	-0.9	-4.5	-1.7	-1.2	1.7	101.7	-1.8	-16.4	9.8
CN1CCN(c2nc3c(c(=O)[nH]c(=O)n3C)n2CCSc2nnnn2-c2ccccc2)CC1	11.6	17.5	5.7	2.2	-25.4	-1.7	25.4	.	2.8	-8.1	-7.1
CCOC(=O)c1sc(NC(=O)COC(=O)Cn2cnc3ccccc32)c(C(=O)OCC)c1C	-16.2	15.7	-2.6	-15.2	23.5	-1.6	-23.5	94.9	-1.0	-2.5	3.9
Cc1cccc(N2CCN(C(=O)CCNS(=O)(=O)c3ccc4c(c3)CCC(=O)N4)CC2)c1C	-18.1	-1.3	-11.4	0.2	25.5	0.5	-25.5	.	1.5	-5.2	.
O=C(CCCN1C(=O)c2cccnc2C1=O)Nc1ccccc1F	-13.2	3.8	-9.8	-8.8	-9.2	-1.2	9.2	106.4	0.7	2.0	-7.4
O=C(OCn1ncc(Cl)c(Cl)c1=O)c1ccccc1Cl	268.7	1.7	0.3	-8.2	-18.9	-0.1	18.9	95.4	.	-4.8	-109.9
O=C(/C=C/c1ccc(S(=O)(=O)NCc2ccco2)cc1)N1CCN(c2ccccc2)CC1	-10.8	-12.5	3.2	-7.2	65.0	-1.2	-65.0	107.6	-1.5	-8.2	2.3
O=C(NC(NC(=S)Nc1ccccc1)C(Cl)(Cl)Cl)c1cccc(Cl)c1 (stereo not drawn)	13.1	37.1	5.7	-2.9	?	0.4	-70.5	121.4	0.4	5.4	-8.8
O=C(O)c1ccc(N/N=C/c2ccc3c(c2)OCO3)cc1	86.1	-3.5	.	.	-18.6	23.0	18.6	.	0.8	7.0	-81.9
C=CCOc1cccc(C2C(C(=O)c3ccc(C)o3)=C(O)C(=O)N2CCN(C)C)c1 (stereo not drawn)	-16.7	6.1	-3.3	3.0	-17.8	-0.4	17.8	103.3	3.1	-6.4	2.6
Cc1cc(OCc2cc(C(=O)NC(C)c3c(C)nn(C)c3C)no2)cc(C)c1Cl (stereo not drawn)	-9.5	-8.7	0.1	-13.6	23.7	1.1	-23.7	93.7	1.2	-20.5	46.1
Oc1ccc(Cl)cc1CNCC1CCCCC1	24.8	16.2	4.5	-9.4	8.3	4.7	-8.3	114.9	.	-4.9	36.7
CCCC(=O)Nc1nn(CCC)c2nc3ccccc3cc12	-4.8	11.5	-9.6	8.2	14.4	1.0	-14.4	102.3	-1.7	-2.7	-1.9
Cc1ccc(NC(=O)Cn2cnc3cc([N+](=O)[O-])ccc3c2=O)c(Cl)c1	10.8	3.9	6.4	0.2	.	-1.2	.	98.0	-2.4	-7.2	-16.2
Cc1nc(SCC(=O)Nc2ccc(F)cc2)c2oc3ccccc3c2n1	-11.0	12.9	-10.2	-6.2	-0.4	-0.3	0.4	115.4	-1.2	14.6	3.4
